CHRM1 agonist = activates human CHRM1 receptor; CHO-K1 hM1, Fluo-8 calcium fluorescence, agonist mode; 0% DMSO, 100% acetylcholine EC100; 360,000 tested, 0.33% active; P11229; activation, % at 3 µM; AID 588814;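 active = activation above the run's mean compound activation plus 3 SD, cut at about 16% in these data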;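 also: peak over basal fluorescence ratio within a 140 s kinetic read after compound addition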
Target sequence (P11229 whole entry, looked up): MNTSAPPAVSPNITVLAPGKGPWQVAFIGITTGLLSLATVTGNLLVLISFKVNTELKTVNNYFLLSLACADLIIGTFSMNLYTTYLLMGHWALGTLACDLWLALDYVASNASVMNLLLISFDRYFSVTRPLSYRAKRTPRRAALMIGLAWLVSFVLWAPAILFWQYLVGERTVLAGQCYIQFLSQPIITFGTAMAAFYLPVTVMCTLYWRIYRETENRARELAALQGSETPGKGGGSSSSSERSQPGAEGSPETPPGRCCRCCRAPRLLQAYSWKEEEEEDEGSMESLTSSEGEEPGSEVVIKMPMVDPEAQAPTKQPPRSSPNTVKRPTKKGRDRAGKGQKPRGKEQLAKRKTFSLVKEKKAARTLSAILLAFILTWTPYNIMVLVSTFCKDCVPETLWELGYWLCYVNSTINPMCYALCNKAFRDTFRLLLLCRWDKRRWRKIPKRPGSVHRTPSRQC
OXTR ag = activates the human oxytocin receptor; P30559; CHO-OTR cells, Fluo-8 calcium fluorescence; normalized: DMSO 0%, oxytocin 100%; activation, % at 3 µM; 320,000 tested, 0.32% active; AID 2435;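 active = activation above the mean of all tested compounds plus 3 SD, cutoff set per screening run, cut at about 20% in these data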;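 also: peak over basal fluorescence ratio from a 100 s FLIPR kinetic read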
Target sequence (P30559 whole entry, looked up): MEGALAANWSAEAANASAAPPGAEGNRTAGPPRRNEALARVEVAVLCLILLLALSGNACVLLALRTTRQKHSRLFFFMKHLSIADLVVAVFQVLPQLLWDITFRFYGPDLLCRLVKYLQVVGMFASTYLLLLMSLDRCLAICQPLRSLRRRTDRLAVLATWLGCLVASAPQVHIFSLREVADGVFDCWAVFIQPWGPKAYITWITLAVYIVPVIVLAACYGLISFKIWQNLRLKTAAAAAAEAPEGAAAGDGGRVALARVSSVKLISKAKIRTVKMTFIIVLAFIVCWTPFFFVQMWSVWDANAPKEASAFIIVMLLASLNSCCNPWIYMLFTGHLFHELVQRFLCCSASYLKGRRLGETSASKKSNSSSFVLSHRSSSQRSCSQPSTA
TAAR1 antag = antagonists of human TAAR1; Q96RJ0; CHO RD-HGA16 TAAR1, Fluo-8 calcium fluorescence, antagonist; inhibition, % at 3 µM; 360,000 tested, 1.5% active;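 active = inhibition above a per-plate cutoff, the mean inhibition of test compounds on that plate plus 3 SD, cut at about 49% in these data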;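 also: 0% = DMSO plus EC80 beta-PEA response and 100% = DMSO alone without agonist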
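System: RD-HGA16 CHO cells with stable hTAAR1 and Gα16 | Probe or stimulus: EC80 β-phenethylamine stimulus | Dosing: 3 µM, single point | Times: Dye loading 75 min at 37 °C, then 30 min room temperature | Measured by: Fluo-8 calcium-sensitive fluorescence | Read-out basis: % inhibition of agonist calcium response | Replicates: n of 1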
CHRM1 antagonist = blocks human M1 muscarinic receptor; CHO-K1 hM1, Fluo-8 calcium fluorescence, ACh EC80 antagonist; inhibition, % at 3 µM; 360,000 tested, 1.3% active;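 active = percent inhibition above its own plate's cutoff, namely the mean of that plate's compound wells plus 3 SD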;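 also: peak over basal fluorescence ratio during 140 s after agonist addition; 0% = ACh EC80 plus DMSO and 100% = DMSO alone without agonist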
TAAR1 ag = agonists of human TAAR1; AID 624467; CHO RD-HGA16 TAAR1, Fluo-8 calcium fluorescence; vehicle wells 0%, saturating PEA agonist 100%; activation, % at 3 µM; Q96RJ0; 360,000 tested, 0.99% active;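 active = activation above the mean activation of all test compounds in the run plus 3 SD, cut at about 38% in these data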
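Test system: RD-HGA16 (CHO) cells co-expressing Gα16 and hTAAR1; dosing: one-point dosing at 3 µM (nominal); timing: 17-24 h seeding, 75 min 37 °C dye, 30 min RT; signal: kinetic Fluo-8 calcium fluorescence; read-out basis: % activation relative to PEA EC100 response; controls: DMSO and PEA EC100; replicates: n 1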
V1R ag counter = counter-screen for oxytocin receptor agonists: human V1a receptor agonists; CHO-V1R cells, Fluo-8 calcium fluorescence, agonist mode; 0% DMSO, 100% 3 nM vasopressin; activation, % at 3 µM; 320,000 tested, 0.25% active; AID 2797; P37288;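 active = activation above the mean activation of all tested compounds plus 3 SD, per screening run, cut at about 20% in these data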;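 also: signal is peak over basal fluorescence ratio across a 100 second FLIPR read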
CHRM1 PAM = positive allosteric modulators of human M1 muscarinic receptor | CHO-K1 hM1, Fluo-8 calcium fluorescence, ACh EC20; 0% = ACh EC20, 100% = maximal ACh | AID 588819 | P11229 | 360,000 tested, 0.088% active | activation, % at 3 µM; in the data active = activation above about 19%, passing the limit was not always enough
OXTR potentiator = human OXTR potentiation. 320,000 tested, 0.061% active. AID 2445. activation, % at 3 µM. CHO-OTR cells, Fluo-8 calcium fluorescence, potentiator mode; 0% = oxytocin EC15, 100% = EC100. P30559;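 active = activation above that plate's cutoff, the mean activation of tested compounds plus 3 SD, cut at about 6.6% in these data, passing the limit was not always enough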;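 also: 100% uses oxytocin at 75 nM as the full agonist control; some results filed as inactive read as strong as hits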
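System: human OTR in CHO cells; Also added: sub-maximal oxytocin, roughly EC15; Timing: compound 6 min at room temperature before oxytocin, 100 s read; Technique: Fluo-8 intracellular calcium fluorescence, ex 470-495, em 515-575 nm; Controls: oxytocin EC15 low and EC100 high; Replication: singlicate.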
CHO parental Ca = counter-screen: ATP calcium response change in parental CHO cells. parental CHO-K1, ATP-induced calcium, Fluo-8 fluorescence. 330,000 tested, 0.63% active. inhibition, % at 5.6 µM. AID 463079;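 active = inhibition above that plate's mean sample inhibition plus 3 SD, cut at about 26% in these data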;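 also: 0% = ATP-challenged DMSO wells and 100% = DMSO wells without ATP; some compounds past the cut are filed as inactive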
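Test system: parental CHO cells; detection: calcium-sensitive Fluo-8 fluorescence; evaluation: percent inhibition of calcium signal; also added: ATP as calcium-mobilizing challenge; repeats: one well per compound; control set: ATP-challenged DMSO wells low, unchallenged DMSO wells high; compound: single nominal dose of 5.6 µM per compound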
* marks the source's active call; other numbers are inactive results; · = no result given.

SMILES	CHRM1 agonist	OXTR ag	TAAR1 antag	CHRM1 antagonist	TAAR1 ag	V1R ag counter	CHRM1 PAM	OXTR potentiator	CHO parental Ca
c1ccc2c(c1)OCC(c1csc3ncnc(N4CCCCC4)c13)O2 (configuration not stated)	-3	-1.6	-28	2	12	1.2	-3	-6	-16
O=C(NC1CCc2ccccc21)C1CCN(S(=O)(=O)c2ccc(Cl)cc2)CC1 (configuration not stated)	-7	2.1	-8	1	1	5.6	-2	-6	-15
Cc1c(Cl)cnc(NC(=O)COC(=O)c2nn(C)c(=O)c3ccccc23)c1Cl	-8	-0.1	4	2	3	0.6	1	-1	-14
COCCNC(=O)CN1C(=O)NC2(CCOc3ccccc32)C1=O (configuration not stated)	-3	1.3	-5	-18	1	0.3	15	0	-7
O=C(NCc1ccc(OC(F)(F)F)cc1)c1cccc2c1C(=O)c1ccc(N3CCCC3)cc1S2(=O)=O	2	8.5	3	-3	2	11	9	-8	-9
CN(C)S(=O)(=O)c1cccc(COC(=O)CN2C(=O)NC3(CCCC3)C2=O)c1	-3	0.7	-12	-13	1	2.1	9	-5	-9
CCOC(=O)C1(C)CCCN(C(=O)c2ccc(OC)cc2)C1 (configuration not stated)	-6	·	-10	3	0	·	-1	·	·
CC(C)(CSc1ncccn1)NS(=O)(=O)c1ccccc1	-5	1.6	-6	-10	9	1.6	2	-7	-1
Cc1onc(-c2ccccc2)c1C(=O)n1cc(Br)cn1	-1	0.3	1	8	1	1.2	-2	-6	-5
CCCn1c2c(c(O)c(C(=O)Nc3ncccc3C)c1=O)CCCC2	-7	-0.7	3	-1	10	-2.1	-7	3	-13
N/C(=N\OS(=O)(=O)c1ccccc1)c1cccnc1	-4	0.0	6	-1	0	0.3	1	1	-8
COc1cc(NS(=O)(=O)c2ccc(NC(=S)NC(=O)/C=C/c3ccc(OC)c(OC)c3)cc2)ncn1	-4	0.1	6	2	0	0.3	6	-2	-4
CC(C)C(=O)c1cn(CC(=O)N2CCCc3ccccc32)c2ccccc12	-6	-2.8	4	2	3	-0.8	-4	-4	-15
Cn1c(=O)n(C)c2cc(N3CCCC3)c(NC(=O)c3cccc(F)c3)cc21	-10	-1.2	-2	3	-2	-0.4	-7	-4	-22
Cc1ccc(S[C@@H](CCN2CC[C@H](NC(=O)OCc3ccccc3)CCC2=O)c2ccccc2)cc1	-7	-0.6	10	1	14	-0.6	6	0	-35
O=C(CSc1nnc(NC(=O)C2CC2)s1)Nc1ccccc1Cl	-3	1.2	1	-14	10	0.4	10	3	2
COc1ccc(NC(=O)COc2ccc(/C=N/n3c(C)nnc3C)cc2OC)cc1	-2	-0.1	17	-5	-1	-0.3	2	-20	-4
CCCCc1c(O)nc(SCC(=O)O)[nH]c1=O	-6	-0.1	3	-6	11	0.4	11	-4	-9
CCOC(=O)c1cn(CC)c2cc(N3CCOCC3)c(F)cc2c1=O	-4	-0.7	-3	-22	6	1.3	8	-21	-9
O=c1c2ccccc2[nH]c(=S)n1CC1CCCO1 (configuration not stated)	-1	0.4	-13	-19	13	0.8	4	-7	-15
OC(COc1ccc2cc(Br)ccc2c1)CN1CCCC1 (configuration not stated)	-3	3.9	-4	-1	3	1.6	1	-6	-2
CCc1ccc(N2C(=O)CN(CC(=O)OC)C2=S)cc1	-9	-1.4	7	3	2	-0.1	-1	-18	-21
O=C(Nc1ccc(F)cc1)c1ccccc1Oc1ccc(C(F)(F)F)cc1[N+](=O)[O-]	-8	-2.7	17	-3	0	-0.5	-6	-4	-16
COc1ccc(N(Cc2cc3cc(C)ccc3[nH]c2=O)C(C)=O)cc1	-1	-1.8	-11	-7	2	0.6	5	-22	-10
Cc1ccc(N/C=C/C(=O)c2cccs2)cc1	-4	-1.0	-19	9	15	-0.2	4	9	-18
Cc1ccc(S(=O)(=O)N2CCN(C(=O)COc3ccc(-c4nnco4)cc3)CC2)cc1	-2	2.4	-5	-2	2	3.7	2	-13	-5
CCCOc1ccccc1-c1nc2c([nH]1)c(=O)[nH]c(=O)n2C	-9	0.2	-8	-27	7	0.9	-2	-7	-14
Cn1c(C(=O)N2CCCC(C(=O)NCCCc3ccccc3)C2)cc2sccc21 (configuration not stated)	-10	2.6	4	0	14	2.9	-12	-10	-16
COc1cc(OC)c(-c2nc3ccccc3s2)cc1OC	-4	-2.1	-11	-3	-3	-0.6	6	-8	-10
O=C(Nc1ccncc1)c1cc(-c2ccccn2)nc2ccc(Br)cc12	0	0.5	-12	-3	1	0.4	3	-1	-6
O=C(Cc1n[nH]c(=O)c2ccccc12)Nc1cc(Cl)ccc1-n1cncn1	-3	0.9	11	-5	1	0.6	4	2	-5
CCOCC(=O)Nc1ccc(C(=O)Nc2ccccc2Cl)cc1	·	1.6	7	·	4	1.7	·	-3	-12
Cc1csc(=N)n1CC(=O)N1CCc2ccccc21	-4	1.2	10	-35	7	0.6	13	-4	-6
CCCCCCC1CCC(C(=O)Nn2c(C)nc3ccccc3c2=O)CC1 (configuration not stated)	-4	0.5	-11	0	0	0.4	6	-10	-18
Cc1cc(OCCN2CCC(Cc3ccccc3)CC2)ccc1[N+](=O)[O-]	-6	12	-9	101*	26	8.7	-31	-16	-12
CC(C)NC(=O)CCNS(=O)(=O)c1ccc(Br)cc1	-3	0.1	-7	-18	6	1.0	7	-1	-6
CCOc1ccc(-n2c(COc3ccccc3)nnc2SCC(N)=O)cc1	-2	2.9	-11	-4	5	0.7	9	-7	-7
CN(C)S(=O)(=O)c1cccc(NC(=O)COc2nc3ccccc3nc2N2CCOCC2)c1	-7	1.7	4	-5	6	-0.2	6	0	-11
COc1ccc(CO/N=C/c2c(C)[nH]c(=O)[nH]c2=O)cc1	-2	0.2	8	-7	5	-0.2	10	-11	2
COc1ccc(S(=O)(=O)n2nc(OCc3cccs3)cc2N)cc1	1	-0.8	4	2	8	2.3	4	-7	-6
COc1ccc(CNC(=O)CSc2nnc(C(F)(F)F)n2C)cc1	-6	-1.1	-1	4	9	-0.9	-2	-3	-15
Cc1cc(C(=O)OCC(=O)N2CC(=O)Nc3ccccc32)no1	-6	-0.1	-3	-6	8	0.7	7	-3	-6
CN1CCCN(C(=O)c2ccccc2Cl)CC1	-7	-0.1	-7	-13	3	0.9	-1	-4	1
Cc1cccc(NC(=O)CSc2nc3c(c(=O)[nH]2)CCC3)c1C	-1	-0.5	-15	6	0	0.8	-3	3	-16
O=S(=O)(Nc1ccc(-c2cn3c(n2)SCC3)cc1)c1ccccc1F	-1	0.7	-20	-17	1	0.8	2	-7	6
CC(C)(C)c1ccc(-n2ncc3c2CCCC3NC(=O)c2ccncc2)cc1 (configuration not stated)	-4	3.0	-4	62*	0	4.9	-19	-5	-14
O=C(c1cc2c(s1)CCCC2)N1CCN(C(=O)C2CCCO2)CC1 (configuration not stated)	-6	0.2	-2	9	14	1.4	-6	-6	-14
COc1cc(C(=O)CCN2CCC(c3ccccc3)C2)cc(OC)c1OC (configuration not stated)	-10	0.7	86*	-6	92*	0.1	2	1	-17
CCOc1ccccc1C(C(=O)NCCOC)N(CCOC)C(=O)Cn1nnc2ccccc21 (configuration not stated)	-4	-0.4	-16	0	1	1.0	2	-6	-8
C=CCn1c(SCc2csc(C)n2)nc2scc(-c3ccc(C)o3)c2c1=O	-3	-0.4	-1	3	7	-1.0	-3	-4	-17
CCn1cc(/C=C/C(=O)Nc2ccn(Cc3c(F)c(F)cc(F)c3F)n2)cn1	-1	0.4	16	3	11	0.9	-6	2	-4
NC(=O)C1=C[C@H](c2ccc(Br)cc2)C[C@H](OCc2ccc(CO)cc2)O1	-4	2.1	16	-2	10	3.6	6	-6	-3
CCOc1ccc(OCCC(=O)N(CC)CC(=O)NCc2cccs2)cc1	-4	-0.7	1	-8	3	0.7	6	-1	-16
COc1cc(/C=N/NC(=O)c2ccncc2)ccc1OC(=O)c1cc(OC)c(OC)c(OC)c1	1	2.6	0	-12	4	4.2	6	-6	-17
Cc1ccc(N(CCCCN2C(=O)c3ccccc3C2=O)C(=O)c2cccc([N+](=O)[O-])c2)cc1	-7	-1.0	32	6	17	-1.0	-2	-3	-28
CC1(C)CC(N2CCOCC2)=CC(=[N+]2CCOCC2)C1	-3	0.8	1	19	5	0.0	-2	-20	3
CCOC(=O)CC1C(=O)NCCN1S(=O)(=O)c1ccc(NC(C)=O)cc1 (configuration not stated)	2	-0.7	-17	-2	2	0.7	9	-7	-2
COc1ccc(N2CCCn3c2nc2c3c(=O)n(CCCc3ccccc3)c(=O)n2C)cc1	·	-2.0	-18	·	1	-1.2	·	-17	-36
CC1CCN(c2ccc3c(c2)S(=O)(=O)c2cccc(C(=O)O)c2C3=O)CC1	-3	2.3	19	-5	6	2.8	9	-2	12
CN(C)c1ccc(-c2nnc(-c3ccc(S(=O)(=O)C(F)F)cc3)o2)cc1	-3	0.0	-5	-6	12	0.9	4	-15	-6
Next section:
SMILES	CHRM1 agonist	OXTR ag	TAAR1 antag	CHRM1 antagonist	TAAR1 ag	V1R ag counter	CHRM1 PAM	OXTR potentiator	CHO parental Ca
O=C(Cc1cccs1)N/N=C/C=C/c1ccccc1[N+](=O)[O-]	6	0.9	15	-18	1	2.4	23	-8	-5
CC1(C(=O)Nc2cccc3ccccc23)CCN1C(=O)Cc1ccccc1Cl (configuration not stated)	-4	·	5	-3	1	·	-4	·	·
CCc1ccc(N2CC(C(=O)Nc3ccccc3N3CCCC3)CC2=O)cc1 (configuration not stated)	-4	·	-18	-8	3	·	0	·	·
CCOc1ccccc1N1CCN(C(=O)Cc2ccc(S(=O)(=O)N3CCOCC3)s2)CC1	-1	-0.9	-5	-14	7	1.0	5	-5	-4
CNC(=O)COc1ccc(-c2nn(C)c(=O)c3ccccc23)cc1	-5	0.6	11	1	3	1.0	2	0	-3
COc1ccc(NC(=O)Nc2cc(C)ccc2F)cc1OC	-5	-1.6	6	-9	2	-0.3	7	-1	-11

Compounds shown so far containing a COOH group:
SMILES	CHRM1 agonist	OXTR ag	TAAR1 antag	CHRM1 antagonist	TAAR1 ag	V1R ag counter	CHRM1 PAM	OXTR potentiator	CHO parental Ca
CCCCc1c(O)nc(SCC(=O)O)[nH]c1=O	-6	-0.1	3	-6	11	0.4	11	-4	-9
CC1CCN(c2ccc3c(c2)S(=O)(=O)c2cccc(C(=O)O)c2C3=O)CC1	-3	2.3	19	-5	6	2.8	9	-2	12

Bioassay records from PubChem BioAssay.
